GLD-1 RNA inh = GLD-1-TGE RNA interaction inhibition (C. elegans); Q17339; purified GLD-1 + fluorescein TGE RNA, fluorescence polarization; inhibition, % at 5.96 µM; actives 0.44% (n = 320,000); AID 2280;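 active means percent inhibition above a per-plate cutoff, the plate mean of test compounds plus 3 SD, cut at about 30% in these data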;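 further: 0% = DMSO wells with GLD-1 and probe and 100% = wells lacking GLD-1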
MCL1 BIM primary = disrupts human MCL1 binding to BIM-BH3 peptide; Q07820; GST-MCL1 / FITC-Bim-BH3 fluorescence polarization; inhibition, % at 10.9 µM; actives 0.68% (n = 320,000); AID 2057;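 active means inhibition above the mean inhibition of all tested compounds plus 3 SD, set per campaign, cut at about 40% in these data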;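 further: 0% = DMSO wells and 100% = unlabeled Bim-BH3 peptide control; higher means more loss of mP so more displacement of Bim peptide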
Target sequence (Q07820 whole entry, looked up): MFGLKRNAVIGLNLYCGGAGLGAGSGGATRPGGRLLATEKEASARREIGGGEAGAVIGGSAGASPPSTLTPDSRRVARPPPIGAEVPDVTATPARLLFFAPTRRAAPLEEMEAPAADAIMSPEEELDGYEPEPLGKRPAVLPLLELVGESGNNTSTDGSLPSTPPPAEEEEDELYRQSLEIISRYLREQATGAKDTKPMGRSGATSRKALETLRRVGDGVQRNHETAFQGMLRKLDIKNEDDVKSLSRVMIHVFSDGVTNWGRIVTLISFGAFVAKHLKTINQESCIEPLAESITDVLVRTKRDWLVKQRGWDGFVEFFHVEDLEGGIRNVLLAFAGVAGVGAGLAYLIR
GRK2 inh = inhibitors of human GRK2 displacing RNA aptamer; bead flow cytometry, FAM-aptamer displacement from GRK2; inhibition of aptamer binding, % at 10 µM; actives 0.59% (n = 330,000);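 active means inhibition of aptamer binding above 40%, roughly 3 SD of noise, on plates passing a quality check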;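 further: median bead fluorescence of bound FAM aptamer so fluorescent compounds give negative values; no value below 0 was filed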
AGP1-GFP MLPCN = yeast TOR pathway AGP1-GFP modulation; actives 0.02% (n = 320,000); S. cerevisiae AGP1-GFP multiplex flow cytometry, 3 h; GFP as percent of DMSO wells; GFP response vs DMSO, % at 10 µM; AID 2066;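 active means GFP response relative to DMSO above a set limit, near screen average plus 3 SD, cut at about 150% in these data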;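 further: median GFP channel fluorescence of the gated AGP1 strain per well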
Fam108B inh = Fam108B inhibition, counter-screen for RBBP9 inhibitors. actives 0.33% (n = 300,000). inhibition, % at 9.51 µM. AID 1947. recombinant Fam108B, FP-Rh probe fluorescence polarization;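 active means inhibition above the screen mean inhibition plus 3 SD, computed separately per campaign, cut at about 18% in these data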;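 further: inhibitors lower polarization as less probe binds the enzyme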
Bcl-xL primary = inhibitors of human Bcl-xL. Q07817. GST-Bcl-xL / FITC-Bim BH3 peptide fluorescence polarization. inhibition, % at 10.9 µM. actives 0.7% (n = 320,000). AID 2129;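 active means inhibition above the mean of all tested compounds plus 3 SD, cutoff set per campaign, cut at about 30% in these data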;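 further: 0% = DMSO wells and 100% = unlabeled Bim-BH3 peptide competitor; inhibitors lower millipolarization by displacing the labeled peptide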
Target sequence (Q07817 whole entry, looked up): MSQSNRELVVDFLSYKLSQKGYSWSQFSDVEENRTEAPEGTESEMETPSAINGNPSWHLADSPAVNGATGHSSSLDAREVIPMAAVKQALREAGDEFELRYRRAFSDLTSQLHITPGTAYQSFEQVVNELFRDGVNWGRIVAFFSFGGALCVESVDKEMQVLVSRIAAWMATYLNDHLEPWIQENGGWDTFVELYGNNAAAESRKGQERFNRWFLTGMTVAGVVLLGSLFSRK
MEX-5 binding = C. elegans MEX-5 TCR-2 RNA binding activity; Q9XUB2; MEX-5/FITC-TCR2 RNA binding, fluorescence polarization; hits give low values; activity score (negative = inhibition of binding), % at 10 µM; actives 0.38% (n = 300,000); AID 1832;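 active means inhibition past about -25% in most replicates, and total fluorescence under double the plate's negative control median, limit read from the data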;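 further: 0% = DMSO and -100% = 5 µM competing unlabeled TCR2 RNA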
Target sequence (Q9XUB2 whole entry, looked up): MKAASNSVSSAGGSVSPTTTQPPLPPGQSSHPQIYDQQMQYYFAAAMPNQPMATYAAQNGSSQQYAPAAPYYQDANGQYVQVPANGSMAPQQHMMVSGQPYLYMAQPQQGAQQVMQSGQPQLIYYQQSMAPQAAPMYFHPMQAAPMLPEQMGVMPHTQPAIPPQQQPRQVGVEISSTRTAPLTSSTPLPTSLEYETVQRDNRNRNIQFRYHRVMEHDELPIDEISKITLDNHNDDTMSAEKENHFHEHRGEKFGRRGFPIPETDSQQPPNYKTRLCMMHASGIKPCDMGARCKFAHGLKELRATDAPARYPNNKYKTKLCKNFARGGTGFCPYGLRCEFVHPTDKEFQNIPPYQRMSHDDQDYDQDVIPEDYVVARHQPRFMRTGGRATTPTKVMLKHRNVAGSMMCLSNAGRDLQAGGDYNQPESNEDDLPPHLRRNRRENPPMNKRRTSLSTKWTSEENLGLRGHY
CIT2 TOR yeast = yeast TOR pathway CIT2-GFP modulation; S. cerevisiae CIT2-GFP strain, flow cytometry, 3 h; 100 means same as DMSO wells; GFP response vs DMSO, % at 10 µM; actives 0.065% (n = 320,000); AID 2029;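 active means GFP response relative to DMSO above a set limit, near the screen mean plus 3 SD, cut at about 150% in these data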;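 further: ratio of well median GFP fluorescence to mean of DMSO wells on the plate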
VLA-4 inh = inhibition in a human VLA-4 binding assay; P13612; VLA-4 expressing cells, ligand binding flow cytometry; inhibition, % (about 7 µM as worked out from the volumes in the protocol); actives 0.2% (n = 330,000); AID 2557; in the data active means inhibition above about 50%
* marks the source's active call; other numbers are inactive results; . = not tested or not shown; [ ] = dose if it differs, or a comment. Outcome played no part in choosing rows. Share with any hit: about 2.2%.

SMILES	GLD-1 RNA inh	MCL1 BIM primary	GRK2 inh	AGP1-GFP MLPCN	Fam108B inh	Bcl-xL primary	MEX-5 binding	CIT2 TOR yeast	VLA-4 inh
O=C(CCCC(=O)N(CC(=O)NC1CCCC1)Cc1ccccc1)Nc1ccccn1	1	5	3	103	3	3	-3.6	105	0
COC(=O)c1ccc(Oc2c(C(F)(F)F)oc3c(CN4CCN(C)CC4)c(O)ccc3c2=O)cc1	6	6	0	112	11	5	0.5	119	-2
CC(C)NC(=O)N(C)C[C@H]1Oc2ccc(NS(=O)(=O)c3cn(C)cn3)cc2C(=O)N([C@H](C)CO)C[C@@H]1C	1	.	0	90	.	.	.	93	27
CSc1ccc(/C=N\NC(=O)CNc2ccc(C)cc2)cc1	-3	7	1	103	3	-1	-4.0	104	-1
CN(C)c1ccnc(-n2cccc2/C=N/OCc2cccc(F)c2)c1C#N	-3	2	1	92	11	3	-0.1	86	12
O=C(NN=C1CCCCCC1)c1cccs1	4	6	25	99	1	4	1.5	103	1
COc1ccc(Cn2nnnc2C(c2cc3ccc(OC)cc3[nH]c2=O)N2CCCCCC2)cc1 (stereo unspecified)	0	4	3	96	11	4	-0.6	103	-12
Cc1cccc(NC(=O)C2CCCC2)c1	8	4	2	109	-2	7	-2.2	109	-2
O=C(CSc1nncc(=O)[nH]1)Nc1cccc([N+](=O)[O-])c1	-7	12	0	109	5	12	-0.7	109	-19
CN(C(=O)c1cncc(Br)c1)c1c(N)n(Cc2ccccc2)c(=O)[nH]c1=O	0	-6	1	105	1	-6	-0.6	98	2
O=C(CNC(=O)c1ccc(Br)o1)NNC(=O)c1cccc(Cl)c1	-9	-5	2	101	1	2	2.3	93	20
O=C(COc1ccccc1[N+](=O)[O-])N1CCN(C(=O)c2ccco2)CC1	9	6	3	102	0	7	-1.0	103	0
CCOC(=O)NC(Nc1sc2c(c1C(=O)OC)CCN(C)C2)(C(F)(F)F)C(F)(F)F	1	7	3	.	10	9	-3.7	86	-2
COc1ccc(C(=O)NCCS(=O)(=O)NCc2ccccc2OC)cc1	-3	-8	0	114	0	-6	0.3	99	13
CCOc1ccc(NC(=O)Cc2c(C(=O)O)n(C)c3ccccc23)cc1	3	-4	5	106	4	3	0.2	102	0
CCN(CC)CCCNC(=O)c1cn(C)c(=O)c2c1c1ccccc1n2C	4	2	0	101	2	4	-2.3	106	-1
CC1(C)Cc2c(cnn2-c2cccc(F)c2)C(NC(=O)CCc2cnccn2)C1 (stereo unspecified)	-2	5	0	111	0	5	-1.4	112	0
NC(=O)CSC1=Nc2ccccc2C2=NC(c3ccccc3)C(=O)N12 (stereo unspecified)	8	4	0	102	0	-6	-3.3	103	10
O=C(NNS(=O)(=O)c1ccc(F)cc1)c1ccc([N+](=O)[O-])cc1Cl	-4	15	0	104	6	8	-0.3	100	2
CCOc1cccc(-c2nnc3sc(COc4ccc(C)cc4)nn23)c1	-2	-3	3	107	0	1	2.5	101	18
CC(=O)Oc1ccc2oc(/C=C/N(C)C)c([N+](=O)[O-])c2c1	-14	-14	3	98	-1	-8	2.3	97	-9
CC(=NCCc1c(C)[nH]c2ccc(OCc3ccccc3)cc12)C1=C(O)CC(c2ccccc2)CC1=O (stereo unspecified)	3	0	1	100	3	7	.	102	-3
CC(C)S(=O)(=O)c1cnc(N2CCOCC2)nc1N	-3	9	0	109	-1	1	1.2	103	0
Cc1oc2ccc(OCc3c(F)cccc3Cl)cc2c1C(=O)O	-2	9	18	98	1	10	-2.4	101	7
CC1CN(C)C(C)c2c1oc1ccc([N+](=O)[O-])cc21 (stereo unspecified)	3	3	5	99	-1	7	-0.8	91	-11
O=C1COc2ccc(N3C(=O)C=CC3=O)cc2N1	5	6	0	99	0	5	-4.3	122	30
COc1ccc(CNc2ccc([N+](=O)[O-])cc2C)cc1	4	-7	0	94	-1	0	2.8	85	-4
CN(C)C(=O)NC(O)C(Cl)Cl (stereo unspecified)	2	6	0	99	1	1	-2.4	108	8
CCc1noc(C)c1C(=O)NNC(=O)COc1ccc(C)cc1	0	3	2	113	-1	0	-0.6	104	0
Cn1c(COc2ccc(Cl)cc2)nnc1SCC(=O)Nc1ccc2c(c1)CCC2	-1	-8	0	100	-1	0	3.6	87	7
COc1cc(C(=O)N/N=C(\c2ccccc2)c2ccccn2)cc(OC)c1OC	2	1	0	96	-4	4	-2.9	99	8
COc1ccccc1OCC(O)CN1C(=O)NC(C)(C)C1=O (stereo unspecified)	6	-3	1	101	0	2	1.6	96	-1
Cn1c(=O)oc2cc(S(=O)(=O)N3CCCC(C(=O)NCc4cccs4)C3)ccc21 (stereo unspecified)	2	-6	0	110	-1	0	0.3	110	-6
Nc1c(Cl)c(Cl)nc(C(=O)N/N=C/c2cccnc2)c1Cl	2	12	5	116	0	12	-4.2	106	-11
CC1(C)Cc2ccccc2-c2nc3n(c(=O)c21)CCS3	-3	8	5	106	1	4	0.8	103	-4
CCCOC(=O)/C(=C\C=C\c1ccco1)NC(=O)c1ccccc1	2	-1	0	101	1	3	-2.2	84	2
CCS(=O)(=O)N1CCC(C(=O)NC2CCCCCCC2)CC1	4	7	1	100	-3	4	-1.6	98	17
COc1ccc(/C=C/c2cc(-c3ccc(C)cc3)o[n+]2C)cc1	1	6	0	110	1	3	-1.0	102	-11
CN(C)/C(=N\S(=O)(=O)c1ccc(Br)cc1)c1ccccc1	-5	1	0	101	5	-4	2.8	106	7
COc1ccc(C(=O)N/N=c2\oc3ccccc3cc2C(N)=O)cc1	0	5	4	95	-4	4	-2.5	94	-1
CCCN1CCN(CCCNC(=O)c2cc3c(s2)-c2ccccc2OC3)CC1	-6	1	0	97	2	-3	-0.4	100	8
FC(F)(F)c1cnc(N/N=C/c2ccncc2)c(Cl)c1	4	6	0	103	-1	5	1.6	106	-6
COc1ccccc1C(=O)NC1CCN(C(=O)Nc2ccc(C)cc2)CC1	0	9	4	101	-1	7	0.1	100	-2
Cc1csc(NC(=O)C2CC(=O)N(c3ccc4c(c3)OCCO4)C2)n1 (stereo unspecified)	2	3	1	106	.	-2	.	97	9
CSC1=N/C(=C/c2ccc(-n3cncn3)cc2)C(=O)N1	4	8	0	97	3	8	-2.9	99	2
C=CCn1c(Cc2ccc(OC)cc2)nnc1SCC(N)=O	3	3	0	100	1	3	.	101	-3
NS(=O)(=O)c1ccc(CCNC(=O)c2ccc(-c3ccccc3)cc2)cc1	-6	-14	0	103	-14	-13	0.7	104	18
CC1CCCCC1NC(=O)c1cc2c(=O)n3ccccc3nc2n1C (stereo unspecified)	-3	4	4	101	-1	2	1.9	102	5
O=C1CNC(=O)/C1=C/c1ccc(Br)cc1	3	-1	0	104	-2	-5	-0.3	100	0
N#CCCN(C(=O)COC(=O)c1cc(S(=O)(=O)N2CCOCC2)ccc1Cl)c1ccc(F)cc1	4	-2	1	96	0	-3	2.0	78	17
The results go on.
SMILES	GLD-1 RNA inh	MCL1 BIM primary	GRK2 inh	AGP1-GFP MLPCN	Fam108B inh	Bcl-xL primary	MEX-5 binding	CIT2 TOR yeast	VLA-4 inh
COc1ccc(/C=C2\SC(=S)N(CC(=O)NC3CCS(=O)(=O)C3)C2=O)cc1 (stereo unspecified)	2	6	2	99	-15	7	-2.8	101	-5
O=C1CC(c2ccccc2)CC2=C1C=Nc1ccccc1N2 (stereo unspecified)	4	-3	1	95	-4	-5	-0.1	98	3
CCOC(=O)/C=C1\NC(=O)CS1	3	7	2	106	-5	1	-3.1	97	2
Cc1ccc(NC(=O)CSc2nnc(-c3cnccn3)n2Cc2ccco2)cc1	4	0	1	99	-1	5	1.9	.	30
O=C(OCCCOc1ccc(F)cc1)c1ccc(O)cc1O	2	-7	0	101	-1	1	1.5	102	7
O=C1OC(c2ccccc2)c2ccccc21 (stereo unspecified)	11	-1	4	113	4	2	1.3	105	6
CCOC(=O)c1c(NC(C)=O)sc2c(OC(C)=O)cccc12	6	-1	3	97	0	0	-2.3	96	8
Oc1ccccc1Cn1nnc2ccccc21	4	0	0	94	3	6	3.1	98	17
Cc1cc2nc(C)c(=O)n(C)c2cc1C	0	-4	1	97	1	-5	1.4	94	-14
O=C(NCCCCCCNC(=O)c1ccc(Br)s1)c1ccc(Br)s1	-1	2	0	100	-6	6	-0.6	94	14
OCC[C@H]1C[C@@H](O)[C@H](O)[C@]2(CCc3ccccc3CO2)O1	8	8	6	75	6	4	.	76	-3
O=C(CCCN1C(=O)c2cccc3cccc(c23)C1=O)NC1CCS(=O)(=O)C1 (stereo unspecified)	-7	5	0	102	0	7	-0.1	101	1
CC(C)CNc1nnnc2c1sc1nc(N3CCOCC3)c3c(c12)CC(C)(C)SC3	1	-6	3	102	-7	2	2.3	87	-10
CC1CC(C)CN(C(=O)CN2C(=O)NC3(CCCCCCC3)C2=O)C1 (stereo unspecified)	2	-6	3	95	.	-8	.	91	13
C=CCc1cccc2cc(C(=O)OCC(=O)c3ccccc3)c(=O)oc12	-1	-2	0	104	1	3	-0.3	105	6
O=C(CN1CCOCC1)Nc1ccccc1-c1ccccc1	2	-7	0	97	-1	3	2.2	87	1
CC(C(=O)OCC(=O)Nc1ccc(S(N)(=O)=O)cc1)N1C(=O)c2ccccc2C1=O (stereo unspecified)	-3	.	0	98	.	.	.	110	3
COc1cccc(-n2c(N)cc(=O)nc2SCC(=O)N2CCN(c3ccccc3)CC2)c1	0	4	1	110[may fluoresce green]	4	7	0.6	103[may fluoresce green]	14
C=C(C)c1cccc(C(C)(C)NC(=O)N(Cc2ccccc2)Cc2ccco2)c1	5	-1	3	91	1	2	1.3	102	2
O=C(COC(=O)C1CC1)Nc1ncc(C(F)(F)F)cc1Cl	26	26	2	84	0	32*	-7.2	99	1

Part of the list above in a different format:
Each structure is followed by: GLD-1 RNA inh, MCL1 BIM primary, GRK2 inh, AGP1-GFP MLPCN, Fam108B inh, Bcl-xL primary, MEX-5 binding, CIT2 TOR yeast, VLA-4 inh
Nc1c(Cl)c(Cl)nc(C(=O)N/N=C/c2cccnc2)c1Cl
  2, 12, 5, 116, 0, 12, -4.2, 106, -11
CC1(C)Cc2ccccc2-c2nc3n(c(=O)c21)CCS3
  -3, 8, 5, 106, 1, 4, 0.8, 103, -4

(continued)
SMILES	GLD-1 RNA inh	MCL1 BIM primary	GRK2 inh	AGP1-GFP MLPCN	Fam108B inh	Bcl-xL primary	MEX-5 binding	CIT2 TOR yeast	VLA-4 inh
O=C(NCCCNC(=O)c1cnccn1)c1cccc(Cl)c1	11	-6	1	95	0	4	-1.0	88	8
Cc1nc([N+](=O)[O-])c(Br)n1CC(=O)c1ccc(Br)cc1	3	5	0	78	-4	-2	0.9	81	21
CS(=O)(=O)c1ccc(NCCc2ccc(S(N)(=O)=O)cc2)c([N+](=O)[O-])c1	7	-7	0	101	-2	3	1.4	99	-2
Cc1ccc(C)c(S(=O)(=O)Nc2ccc3oc(C)c(C(=O)O)c3c2)c1	1	42*	28	100	10	12	1.3	102	-9
COc1ccc(C(=O)N(CN2CCCC2=O)c2cc(C)on2)cc1OC	0	5	0	106	-3	5	0.1	103	-49
O=C(NC1CCCCC1)C(c1ccncc1)N(C(=O)Cn1nnc(-c2cccs2)n1)C1CCCC1 (stereo unspecified)	2	6	5	96	0	5	.	96	-26
